Screens (PubChem BioAssay)
FXIIa inh 1536: human FXIIa protease inhibitors, primary screen, biochemical, 1536-well. Coagulation factor XII (Homo sapiens), P00748. purified FXIIa, Boc-QGR-AMC fluorogenic substrate, 2 h. inhibition, % at 5 µM. hit rate 0.3% among 220,000. AID 800, 2007; in the data active means inhibition above about 40%;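 further: 0% = enzyme with no compound and 100% = blank without enzyme; many of its hits are not listed in these tables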
PERK inh: block of dimerizer-induced PERK translation repression, primary screen, PERK inhibitor project, CHO PERK-DD cells, SEAP luminescence, HTS | Eukaryotic translation initiation factor 2-alpha kinase 3 (Homo sapiens), Q9NZJ5 | CHO PERK-DD fusion, SEAP luminescence translation reporter | inhibition, % at 5.6 µM | hit rate 0.17% among 220,000 | AID 1416, 2008;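 active means inhibition above the mean inhibition of all tested compounds plus 3 SD, set separately per screening campaign, cut at about 2.9% in these data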;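 further: PERK kinase domain activated by AP20187 dimerizer at 100 nM; 0% = DMSO with dimerizer and 100% = rapamycin at 8.4 µM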
Furin inh: human furin inhibitors, primary screen, biochemical, fluorescence intensity; purified furin, fluorogenic substrate cleavage; inhibition, % at 30 µM; hit rate 0.061% among 220,000; AID 463115, 2010; in the data active means inhibition above about 25%; further: inactives centre near -15
FXIa inh: human FXIa protease inhibitors, primary screen, biochemical, 1536-well | purified FXIa, Boc-Glu-Ala-Arg-AMC fluorogenic substrate | inhibition, % at 5 µM | hit rate 0.14% among 220,000 | AID 798, 2007;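 active means inhibition of at least 40%; inactive means inhibition below 40%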;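 further: fluorescence of freed AMC excited at 355 nm; 0% = enzyme without compound and 100% = no enzyme blank; many of its hits are not listed in these tables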
Thrombin inh: human alpha-thrombin inhibitors, primary screen, counter-screen for coagulation protease inhibitor project, biochemical, 1536-well, fluorogenic AMC substrate; Prothrombin (Homo sapiens), P00734; Boc-VPR-AMC fluorogenic substrate cleavage; inhibition, % at 5 µM; hit rate 0.26% among 220,000; AID 1046, 2008;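 active means inhibition at or above 40%; inactive means inhibition below 40%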;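 further: 0% = enzyme with no compound and 100% = wells without enzyme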
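Material: human alpha-thrombin protein; Also added: Boc-VPR-AMC substrate, 15 µM final; Timing: enzyme reaction carried out at room temperature; Signal: fluorescence, ex 355 nm, em 460 nm; Measure: % inhibition of thrombin; Controls: enzyme without compound as high, wells lacking enzyme as low.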
KCC2 mod: KCC2 cotransporter modulators, thallium flux, primary screen, cell-based, HEK293 KCC2, FluoZin-2 fluorescence, MLSMR. Solute carrier family 12 member 5 (Homo sapiens), Q9H2X9. KCC2 cells, thallium flux FluoZin-2 fluorescence. B-score of Tl+ flux slope (higher = more flux/activation; lower = inhibition) at 10 µM. hit rate 2.2% among 190,000. AID 1456, 2008;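 active means thallium flux slope and its plate-corrected score both differing from the plate sample mean at a set confidence after two filtering rounds, in either direction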;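 further: slope of fluorescence scaled to starting intensity during 10 to 20 s after thallium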
Target sequence (Q9H2X9 whole entry, looked up): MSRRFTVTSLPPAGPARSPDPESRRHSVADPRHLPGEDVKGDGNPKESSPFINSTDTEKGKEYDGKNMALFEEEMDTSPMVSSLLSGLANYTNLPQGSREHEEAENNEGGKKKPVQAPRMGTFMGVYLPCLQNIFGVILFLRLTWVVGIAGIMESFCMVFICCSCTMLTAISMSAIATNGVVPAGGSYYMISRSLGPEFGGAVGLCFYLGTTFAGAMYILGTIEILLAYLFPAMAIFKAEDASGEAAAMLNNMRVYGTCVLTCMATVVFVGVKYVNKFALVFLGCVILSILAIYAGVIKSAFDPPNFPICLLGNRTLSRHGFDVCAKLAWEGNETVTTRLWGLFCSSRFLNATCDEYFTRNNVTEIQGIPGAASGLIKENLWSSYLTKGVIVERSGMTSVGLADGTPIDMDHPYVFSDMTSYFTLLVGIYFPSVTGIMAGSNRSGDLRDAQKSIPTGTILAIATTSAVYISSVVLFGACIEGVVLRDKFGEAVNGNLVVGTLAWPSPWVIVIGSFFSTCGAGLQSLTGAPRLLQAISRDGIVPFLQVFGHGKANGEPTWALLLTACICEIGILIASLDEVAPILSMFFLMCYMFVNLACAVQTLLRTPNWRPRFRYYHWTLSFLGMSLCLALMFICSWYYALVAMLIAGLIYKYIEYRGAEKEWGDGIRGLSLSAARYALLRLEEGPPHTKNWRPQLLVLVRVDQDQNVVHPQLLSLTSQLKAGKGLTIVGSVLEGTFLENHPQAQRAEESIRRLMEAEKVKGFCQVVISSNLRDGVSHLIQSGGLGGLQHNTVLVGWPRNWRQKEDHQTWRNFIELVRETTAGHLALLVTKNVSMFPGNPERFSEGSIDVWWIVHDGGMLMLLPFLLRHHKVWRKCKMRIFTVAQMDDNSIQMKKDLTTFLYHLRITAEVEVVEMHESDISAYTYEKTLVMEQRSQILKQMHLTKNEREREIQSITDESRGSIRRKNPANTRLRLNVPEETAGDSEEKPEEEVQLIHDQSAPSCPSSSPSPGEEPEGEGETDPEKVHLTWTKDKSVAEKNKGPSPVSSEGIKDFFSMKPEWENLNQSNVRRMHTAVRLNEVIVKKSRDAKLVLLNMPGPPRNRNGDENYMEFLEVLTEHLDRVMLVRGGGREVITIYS
hK5 inh: human KLK5 protease inhibitors, primary screen, biochemical, 1536-well. recombinant hK5, fluorogenic AMC substrate cleavage. inhibition, % at 5 µM. hit rate 0.59% among 210,000. AID 873, 2007;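 active means inhibition of 40% or more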;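 further: 0% = enzyme controls without compound and 100% = no-enzyme blanks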
Wee1 degr inh: Wee1 degradation inhibitors, primary screen, cell-based, HeLa, Wee1K328M-luciferase, luminescence; Wee1-like protein kinase (Homo sapiens), P30291; HeLa Luc-Wee1K328M stability; 100% = proteasome inhibitor MG132 effect; reporter increase, % at 5 µM; hit rate 1.2% among 220,000;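 active means activation above the mean of all tested compounds plus 3 SD, set per screening run, cut at about 8.8% in these data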;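 further: cells exposed to compound for 20 h before luminescence read; 0% = DMSO alone and 100% = MG132 at 30 µM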
p97 ATPase inh: inhibitors of human p97 ATPase, primary screen, biochemical | hit rate 0.42% among 220,000 | Transitional endoplasmic reticulum ATPase (Homo sapiens), P55072 | recombinant p97 ATPase, Kinase-Glo ATP luminescence, 3 h | AID 1481, 2009 | inhibition, % at 8 µM; in the data active means inhibition above about 15%;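 further: 0% = DMSO vehicle and 100% = wells lacking enzyme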
* hit, by the source's call; nt = no result given; [ ] = dose if it differs, or a comment.

(1) CC12CCC(C1)C(C)(C)C2OC(=O)c1ccccc1C(=O)O (centres undefined)
(2) CCOC(=O)N1CCC(NC(=O)c2ccc(CNS(=O)(=O)c3ccc(F)cc3)cc2)CC1
(3) Cc1cc(=O)[nH]c(-n2[nH]c(C)cc2=O)n1
(4) CCCCN1CC2=C(C1=O)C(c1ccc(O)cc1)NC(=O)N2C (centres undefined)
(5) CC(=O)c1ccc(NC(=O)Oc2ccccc2)cc1
(6) Cc1cccc(N=Cc2[nH]c3ccc(Br)c(Cl)c3c2O)c1
(7) CCOC(=O)N1CCC(NC(=O)c2cnn3c2NC(c2ccco2)CC3C(F)(F)F)CC1 (centres undefined)
(8) CCOC(=O)N1CCN(C(=O)c2ccc(OC)c(S(=O)(=O)N3CCOCC3)c2)CC1
compound no.,1,2,3,4,5,6,7,8
Furin inh,-7.7,-17.0,-13.2[20 µM],-9.6,-15.6[20 µM],-12.6,-16.4[20 µM],-22.5
FXIa inh,4.0,-1.6,-5.6,-1.2,-1.1,5.8,7.2,-1.4
FXIIa inh 1536,10.1,9.0,6.2,7.7,12.4,10.8,0.4,3.6
Wee1 degr inh,0.1,2.0,3.0,0.6,0.9,-2.2,4.4,2.4
hK5 inh,-0.4,1.5,-77.0,-2.4,2.9,-12.7,0.3,-2.9
p97 ATPase inh,4.6,5.8,5.9,5.2,-5.3,1.4,1.2,7.1
Thrombin inh,-1.3,3.5,-6.3,-8.3,1.4,-5.0,1.1,-10.1
PERK inh,1.4,1.7,1.2,1.5,2.8,1.4,-0.5,2.1
KCC2 mod,0,-0.13,nt,0.879,0.0429,0.338,-0.796,0.501

Looked up above.
For FXIa inh, `CC(=O)c1ccc(NC(=O)Oc2ccccc2)cc1` is entered as -1.1
For Furin inh, `CCOC(=O)N1CCN(C(=O)c2ccc(OC)c(S(=O)(=O)N3CCOCC3)c2)CC1` is entered as -22.5
For FXIa inh, `Cc1cccc(N=Cc2[nH]c3ccc(Br)c(Cl)c3c2O)c1` is entered as 5.8

More records follow:
(9) Cc1cc(C)n2nc(C(=O)N/N=C/c3ccco3)nc2n1
(10) Cc1ccc(C)c(NC(=S)c2ccc3ccccc3n2)c1
(11) O=C(Nc1ccc(CN2CCCCC2)cc1)c1cccc(Br)c1
(12) COc1ccc(NC(C)C(=O)N/N=C/c2ccc([N+](=O)[O-])s2)cc1 (centres undefined)
(13) CC1(C)Cc2nc(N3CCCC3)c(C#N)cc2CO1
(14) CCOc1ccc(Br)cc1S(=O)(=O)Nc1ccc(NC(=O)c2ccccc2C)cc1
(15) CN1CCN(C(=S)c2ccc([N+](=O)[O-])cc2)CC1
(16) CCS(=O)(=O)N1CCN(C(=O)c2cc(OC)cc(OC)c2)CC1
compound no.,9,10,11,12,13,14,15,16
Furin inh,-8.5,-12.5,-17.8,-18.2,-23.4,-11.0,-5.9,-20.9
FXIa inh,1.9,1.4,-3.2,-1.9,-8.5,8.5,7.2,-1.1
FXIIa inh 1536,8.9,0.7,3.1,3.7,-5.0,15.1,5.0,5.5
Wee1 degr inh,-0.3,3.4,6.2,0.0,-0.7,-1.3,8.8,-1.5
hK5 inh,1.9,-18.4,1.1,-1.6,-13.6,-7.4,-5.5,8.0
p97 ATPase inh,0.7,-1.7,1.3,2.1,-3.3,10.3,2.0,-0.3
Thrombin inh,-2.3,-5.5,-13.1,-4.8,nt,-5.0,-1.2,-4.9
PERK inh,0.1,-0.2,-0.1,0.3,-0.1,-0.7,0.8,0.6
KCC2 mod,0.592,1.17,0.399,1.24,-0.755,0.071,0.132,nt

An excerpt of these results, with each value named.
#11 O=C(Nc1ccc(CN2CCCCC2)cc1)c1cccc(Br)c1
  Furin inh = -17.8
  FXIa inh = -3.2
  FXIIa inh 1536 = 3.1
  Wee1 degr inh = 6.2
  hK5 inh = 1.1
  p97 ATPase inh = 1.3
  Thrombin inh = -13.1
  PERK inh = -0.1
  KCC2 mod = 0.399

#12 COc1ccc(NC(C)C(=O)N/N=C/c2ccc([N+](=O)[O-])s2)cc1 (centres undefined)
  Furin inh = -18.2
  FXIa inh = -1.9
  FXIIa inh 1536 = 3.7
  Wee1 degr inh = 0.0
  hK5 inh = -1.6
  p97 ATPase inh = 2.1
  Thrombin inh = -4.8
  PERK inh = 0.3
  KCC2 mod = 1.24

Following part
(17) CC(C)Cc1c(O)nc(SCCN2CCOCC2)[nH]c1=O
(18) CCOc1cc2nc(-c3ccc(OC)c(OC)c3)nc(NCCCN3CCOCC3)c2cc1OC
(19) Cc1ccc(/C=C/c2nc3ccccc3c(=O)[nH]2)cc1
(20) COCCNC(=O)C1CCN(S(=O)(=O)c2ccccc2)CC1
(21) COc1ccc2[nH]c(=O)c(CN(C(C)=O)c3cccc(C)c3)cc2c1
(22) CCOC(=O)C1CCCN(Cc2sccc2C)C1 (centres undefined)
(23) COc1ccc(CC(=O)Nc2nccs2)cc1OC
(24) O=C(C1CCN(c2ccc(N3CCOCC3)nn2)CC1)N1CCN(c2ccc(F)cc2)CC1
compound no.,17,18,19,20,21,22,23,24
Furin inh,-18.0,-9.5[20 µM],-22.4,-14.5,-26.4,-21.3[20 µM],-23.3,-16.3
FXIa inh,0.1,-14.9,-1.9,0.0,2.3,3.0,2.2,-6.2
FXIIa inh 1536,5.6,9.6,7.4,7.7,19.5,18.5,12.4,-9.7
Wee1 degr inh,0.8,1.4,-3.3,-2.1,-1.3,-0.7,-2.4,-3.2
hK5 inh,1.9,2.9,2.0,27.9,-17.0,-3.6,-17.2,105.7*
p97 ATPase inh,3.3,1.4,-9.7,-2.6,3.7,-0.2,3.9,-7.5
Thrombin inh,-1.0,-4.5,-0.6,3.3,4.0,4.1,-2.4,-0.1
PERK inh,1.0,-3.0,-0.1,-0.1,-0.8,0.2,-0.7,-1.5
KCC2 mod,-3.37,nt,-1.31,0.674,nt,0.598,-0.591,-0.0352

(25) O=C(c1cccn(Cc2ccc(Cl)c(Cl)c2)c1=O)N1CCOCC1
(26) COc1ccc(Nc2nc(N)nc(CN3CCC(C)CC3)n2)cc1
(27) COc1ccc(S(=O)(=O)NCc2ccc3c(c2)OCO3)cc1C(=O)O
(28) Cc1cccn2cc(-c3ccccc3)nc12
(29) CC1CCCC(NC(=O)CSc2ccc(F)cc2)C1C (centres undefined)
(30) COc1ccc(/C=C(\C#N)C(=O)OCC(=O)NC(C)c2ccccc2)cc1 (centres undefined)
(31) C#CCNC(=O)C1=C[C@@H](c2ccc(Br)cc2)[C@H](CCCO)[C@@H](OCC)O1
(32) O=C(COc1cccc2ccccc12)N/N=C/c1ccc(Sc2nc3ccccc3s2)o1
compound no.,25,26,27,28,29,30,31,32
Furin inh,-24.5[20 µM],-41.8,4.8[20 µM],-11.6,-24.4,-9.0,-31.9,0.3[20 µM]
FXIa inh,17.2,-3.4,-2.8,-0.4,16.1,11.2,-1.5,-0.9
FXIIa inh 1536,12.6,3.3,16.7,14.2,8.9,11.9,6.4,-0.7
Wee1 degr inh,0.6,-2.8,-4.1,2.2,-4.7,0.3,0.3,0.5
hK5 inh,-24.5,3.6,-5.2,-7.6,16.9,-13.8,1.1,-16.6
p97 ATPase inh,-0.8,7.1,5.9,-4.4,-2.3,-0.5,-0.2,0.1
Thrombin inh,2.4,-13.8,3.8,0.6,-2.6,0.5,-2.2,2.6
PERK inh,1.3,0.6,-0.5,0.3,0.3,0.8,1.2,0.6
KCC2 mod,0.353,-1.22,0.0573,nt,-0.386,0.0851,-1.45,0.185

(33) Cn1c(C2=C(O)CN(Cc3ccccc3)C2=N)[n+](C)c2ccccc21
(34) Cc1cc(N/N=C/c2ccccc2)nc(N2CCOCC2)n1
(35) Cn1nnc2cc(NC(=O)N3CCN(c4ccccn4)CC3)ccc21
(36) Fc1ccc2c(c1)C(c1ccc(N3CCOCC3)cc1)=NNC(c1cccs1)=N2
(37) O=C(Cc1cccc2ccccc12)N/N=C/C=C/c1cccc([N+](=O)[O-])c1
(38) Cc1ccccc1-c1nc(Cc2ccccc2)no1
(39) CCOC(=O)/N=C(/NC(=O)Nc1ccc(C(=O)OCC)cc1)OC
(40) COc1ccccc1-c1nc(SCC(=O)NCC2CCCO2)c2c(=O)n(C)c(=O)n(C)c2n1 (centres undefined)
compound no.,33,34,35,36,37,38,39,40
Furin inh,-19.6,-1.8,-24.4[20 µM],-4.0[20 µM],-10.9,-16.0[20 µM],-22.9[20 µM],-23.0
FXIa inh,-5.5,-2.1,-4.7,-5.9,-7.7,-4.2,3.9,-7.8
FXIIa inh 1536,1.8,3.2,6.3,-1.0,-1.3,8.8,5.8,-1.1
Wee1 degr inh,0.0,-0.4,0.5,-1.4,5.1,0.8,1.0,-2.1
hK5 inh,-6.1,-1.2,-1.3,-12.2,1.6,-7.4,-19.1,0.8
p97 ATPase inh,0.9,3.2,1.1,2.2,-1.0,2.8,2.2,2.1
Thrombin inh,-2.2,-4.5,-2.0,-3.5,25.8,0.8,-6.1,0.8
PERK inh,1.1,-0.7,0.7,-0.9,0.0,-0.3,0.5,2.0
KCC2 mod,0.31,-0.274,0.67,nt,0.138,0.2,0.0838,-0.0814

(41) CCOc1cccc2cc(C(=O)Nc3ccccc3-c3ccccc3)c(=O)oc12
(42) Cc1ccccc1Nc1nc(N)nc(CSCC(=O)Nc2cccc(Br)c2)n1
(43) NC(=O)C1(N2CCCCC2)CCN(C(=S)Nc2cc(F)cc(F)c2)CC1
(44) O=C(NCc1ccco1)c1cc(-c2cccnc2)nc2ccccc12
(45) COc1ccc(NC(=O)Nc2ccccc2C(N)=O)cc1
(46) CCOc1ccc2oc(-c3ccccc3)c(C(=O)N(C)C)c2c1
compound no.,41,42,43,44,45,46
Furin inh,-4.3,-5.6,-18.5,-16.3,-3.4,-7.3[20 µM]
FXIa inh,7.5,10.7,-12.7,3.1,-2.8,-6.0
FXIIa inh 1536,16.1,13.8,-3.1,16.4,nt,3.2
Wee1 degr inh,-1.4,-1.3,-3.4,-1.5,-1.8,6.6
hK5 inh,-18.8,-17.0,-21.4,5.0,0.4,-2.2
p97 ATPase inh,2.0,1.3,2.8,-3.4,-12.5,-2.9
Thrombin inh,-0.8,-0.5,-4.0,-3.4,-4.3,-2.0
PERK inh,0.8,-0.1,1.2,-0.3,-0.3,0.8
KCC2 mod,0.814,-2.88,-0.205,-0.821,0.00084,-1.24
